MITF primary – inhibitors of human MITF; O75030; AlphaScreen MITF homodimerization, bead proximity signal; inhibition, % at 2.6 µM; 650,000 tested, 0.91% active; in the data active = inhibition above about 50%;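 also: 0% = vehicle wells with protein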
TEAD-YAP inh – TEAD-YAP interaction inhibition | HEK-TIYL cells, TEAD-Gal4/YAP UAS-luciferase luminescence | inhibition, % at 9.12 µM | 640,000 tested, 1.4% active; in the data active = inhibition above about 32%;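 also: 0% = median of test compound wells and 100% = reference inhibitor wells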
FBW7 act – activators of human E3 ligase FBW7; Q969H0; AlphaScreen FBW7–phospho-cyclin E peptide binding, activator screen; normalized activity (activation), % at 26.1 µM; 650,000 tested, 0.13% active; in the data active = normalized activity above about 1.9%;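 also: purified mutant Fbw7 with reduced substrate affinity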
Target sequence (Q969H0 whole entry, looked up): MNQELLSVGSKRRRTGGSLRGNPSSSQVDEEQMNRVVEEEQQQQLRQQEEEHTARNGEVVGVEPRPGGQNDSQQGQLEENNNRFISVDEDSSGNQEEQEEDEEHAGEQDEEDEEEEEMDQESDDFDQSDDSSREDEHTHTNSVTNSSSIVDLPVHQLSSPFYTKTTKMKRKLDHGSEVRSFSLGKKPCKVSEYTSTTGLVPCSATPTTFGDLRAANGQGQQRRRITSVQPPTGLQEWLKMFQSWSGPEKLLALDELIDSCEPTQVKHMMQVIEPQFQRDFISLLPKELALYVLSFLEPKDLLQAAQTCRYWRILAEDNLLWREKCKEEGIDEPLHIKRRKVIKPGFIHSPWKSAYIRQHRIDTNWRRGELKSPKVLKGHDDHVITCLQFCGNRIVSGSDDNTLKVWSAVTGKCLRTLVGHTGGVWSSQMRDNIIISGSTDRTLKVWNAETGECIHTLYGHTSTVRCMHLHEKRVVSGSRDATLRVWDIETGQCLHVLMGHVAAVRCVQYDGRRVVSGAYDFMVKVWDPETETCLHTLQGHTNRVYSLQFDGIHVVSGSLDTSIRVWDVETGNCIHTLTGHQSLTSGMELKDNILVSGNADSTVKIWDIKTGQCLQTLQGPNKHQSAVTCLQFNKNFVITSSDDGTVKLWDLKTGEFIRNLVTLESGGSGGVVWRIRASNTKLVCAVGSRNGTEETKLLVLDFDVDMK
GPR151 activ – activates the human receptor GPR151; PathHunter beta-arrestin GPR151 cells, luminescence; activation, % at 11.2 µM; 650,000 tested, 1% active; AID 1508602; in the data active = activation above about 4.9%;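 also: 0% = median of compound wells and 100% = cells with positive control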
* marks the source's active call; other numbers are inactive results; & = joins results of further samples. An unsorted share of the library; any-hit rate near 3.5%.

SMILES	MITF primary	TEAD-YAP inh	FBW7 act	GPR151 activ
Cc1cccc(N(C)C(=O)CC(C)S(=O)(=O)c2cc3c(cc2C)NC(=O)CO3)c1 (configuration not stated)	1	5	-0.1	0.2
COc1ccc(-c2onc3ccc(I)cc23)cc1	1	-6	-0.1	0.0
CCN(CCO)C(=O)c1cnn(-c2nccc(-c3cc(C)sc3C)n2)c1COC	18	-6	1.2	-1.5
CCC(=O)Nc1ccc(C(=O)Nc2cccc(Br)c2)cc1	3	-21	-0.1	-0.7
S=c1[nH]c(-c2ccc(Br)cc2)cn1-c1ccc(Br)cc1	7	0	0.1	2.6
O=C(/C=C/c1ccccn1)NCC1Cc2cc(-c3cnccn3)ccc2O1 (configuration not stated)	-14	8	0.1	0.1
O=C(NCc1cccc(C(F)(F)F)c1)c1cccc(-c2ccc(N3CCOCC3)nc2)n1	-4	5	0.0	-1.5
CCOC(=O)COn1c(=O)c(C)[n+]([O-])c2ccccc21	12	-6	0.0	-1.7
COc1ccc(N2CCN(C(=O)Cn3c(=O)[nH]c4ccsc4c3=O)CC2)cc1	7	5	-0.1	0.7
O=C(c1cccc(N2C(=O)C3C4C=CC(C4)C3C2=O)c1)N1CCN(Cc2ccccc2)CC1 (configuration not stated)	-7	2	0.1	-1.5
O=C(NCCCO)C(=O)NCC1OCCCN1S(=O)(=O)c1cc(F)ccc1F (configuration not stated)	-2	-7	-0.1	-0.9
Cc1nonc1N1CCN(C2CCN(c3ccc(C(=O)NC4CCCC4)cc3)CC2)CC1	8	-3	0.0	0.1
Oc1ccc(C(=S)N2CCCC2)cc1	8	1	0.0	1.7
CS(=O)(=O)N1Cc2ccccc2CC1C(=O)OCC(=O)c1ccc[nH]1 (configuration not stated)	-6	-5	-0.2	0.8
CCOC(=O)c1c(-c2ccccc2)oc2ccc(OCc3ccc(F)cc3)cc12	10	-2	0.1	-1.5
CCN1C(=O)c2cccc3c(NC(=O)c4ccc(OC)cc4)ccc1c23	-1	7	0.0	0.6
Cc1nc2cc(C(=O)NCc3ccccn3)ccc2n1-c1cccc(F)c1	-6	2	-0.1	1.2
CCCC1N=C(c2ccc(OCC)cc2)CC(c2ccccc2O)N1 (configuration not stated)	6	-59	-0.1	1.0
Cc1cc(NC(=O)CSc2nnc(-c3ccco3)n2-c2ccc(F)cc2)no1	-2	-8	-0.2	-1.6
CC(C)CNC(=S)NCCCNc1nc2cc3c(cc2cc1C#N)OCO3	-13	-2	0.8	0.6
O=c1nc(N2CCOCC2)ccn1Cc1ccc(Br)cc1	-10	-13	-0.3	0.5
O=C(NC1CC1)C1CSC(c2cccs2)=N1 (configuration not stated)	13	8	0.1	-1.0
COc1cc(/C=N/NC(=O)C(C)Nc2n[nH]c(=O)[nH]c2=O)cc(OC)c1O (configuration not stated)	-1	5	0.9	-1.0
Cc1ccc(-n2[nH]c(C)c(C=Nc3cc([N+](=O)[O-])ccc3Cl)c2=O)cc1	1	5	-0.1	0.3
O=[N+]([O-])c1cccc(/C=N/Nc2cccc3cccnc23)c1	8	-6	0.1	2.2
COc1ccc(NC(=O)CC2(CC(=O)O)CCCC2)cn1	18	-1	0.2	0.0
O=C(/C=C/c1ccc(-c2ccc(Br)cc2)o1)c1ccco1	35	-4	-0.1	0.3
Cc1cc2nc(SCC(=O)NC3CC3)[nH]c2cc1C	-5	-6	0.0	-1.2
O=C(NCCc1ccccc1)C(c1cccnc1)N(C(=O)c1csnn1)C1CCCC1 (configuration not stated)	-5	-4	-0.1	0.2
O=C(O)CSc1nnc2c3c(-c4ccc(F)cc4)csc3ncn12	-10	2	0.1	-0.2
COc1cccc(-c2nc(-c3cc(OC)ccc3OC)[nH]c2-c2cccc(OC)c2)c1	1	-2	-0.3	0.8
Cc1cc(=O)n2[nH]c(-c3ccccc3)nc2n1	9&10	-13&-6	0.0&0.0	-2.8&-3.1
CC(C)NC(=O)Cn1nc(-c2ccc(F)cc2)n(-c2ccncc2)c1=O	6	4	0.1	2.2
CCOc1ccc(C(=O)Nc2cccc(Br)c2)cc1[N+](=O)[O-]	3	3	0.0	-0.2
COc1ccc(C(=O)N/C(=C/c2cccc([N+](=O)[O-])c2)C(=O)Nc2ccc(Cl)c(Cl)c2)c(Cl)c1	0	-2	-0.3	3.9
CC1(NC(=O)CC(c2ccccc2)c2ccccc2)CCS(=O)(=O)C1 (configuration not stated)	6	5	-0.1	-1.1
Cc1ccc(CNC(=O)CCc2nnc(-c3ccc4c(c3)OCO4)o2)cc1F	-3	-40	0.3	-0.2
CC1CCN(C(=O)c2cc3c(=O)[nH]c4ccccc4c3n2C)CC1	8	7	0.2	-0.3
CC1(C)OC2OC(C(=O)NCCC(=O)O)C3OC(C)(C)OC3C2O1 (configuration not stated)	-6	-1	-0.2	0.0
Cc1cnc(-c2c(C)nn(C)c2C)nc1NC1CC1	21	-2	0.1	-0.7
CCOc1nn(CC)cc1-c1nnc(SCc2cc(OC)cc(OC)c2)n1C	-3	15	-0.2	0.5
Cc1ccc(NC(=O)N2CCN(C(=O)C3CCCO3)CC2)cc1Cl (configuration not stated)	-2	3	0.4	-0.8
CCCOc1ccc(/C=C/C(=O)Nc2nnc(C)s2)cc1	14	3	0.0	-0.7
O=C(O)c1ccc2c(c1)C(=O)N(c1ccccc1C(=O)O)C2=O	20	-6	0.3	-0.8
CC(C)Nc1nc(Cl)nc(NC(C)(C)C)n1	11	-14	-0.1	0.2
C=CCN1C(=O)C2Cc3c([nH]c4ccccc34)C(C)N2C1=S (configuration not stated)	-13	1	-0.1	-1.2
CC(=O)Nc1cc(C)c(C)cc1Br	12	3	-0.1	-0.4
CN1CCN(CCNC(=O)c2cc3c(-c4ccccc4F)nn(C)c3s2)CC1	-7	0	-0.1	-0.4
Cc1ccc(C2N=C(c3ccc4c(c3)OCO4)CC(c3ccccc3O)N2)cc1 (configuration not stated)	-9	-54	-0.2	-2.3
COC(=O)c1ccc(COC(=O)c2cccs2)cc1	7	5	0.1	-1.3
C=CCc1cccc2cc(C(=O)NNC(=O)c3cccc([N+](=O)[O-])c3)c(=O)oc12	-7	1	0.0	-1.6
COC(=O)C1=C(C)N(c2ccccc2Cl)C(=O)/C1=C\c1cccc([N+](=O)[O-])c1	-1	-3	-0.2	0.5
O=C(NC(=S)Nc1cccnc1)c1cccc(I)c1	-1	-17	-0.1	-0.3
COc1cccc(C(=O)COC(=O)CCc2c[nH]c3ccccc23)c1	-3	-4	-0.1	2.1
CSc1ccc(CN2CCN(CCCc3ccccc3)CC2)cc1	64*	1	-0.1	4.1
CN(C)c1ccc(-c2n(C)c3ccccc3[n+]2C)cc1	-7	22	0.2	0.8
CCOC(=O)C1C(c2ccc(Cl)cc2)NC(=O)NC1(O)C(F)(F)F (configuration not stated)	4	-12	0.3	0.0
NC1=[N+](CC(=O)c2cccs2)CCC1	1	-1	0.0	0.8
O=C(CSc1nnc(NC(=O)c2ccccc2)s1)Nc1ccc(Br)cc1	6	-7	0.5	-0.4
O=C(COC(=O)c1ccccn1)Nc1ccc2c(c1)OCO2	18	5	-0.2	-1.6
Remaining list, next part
SMILES	MITF primary	TEAD-YAP inh	FBW7 act	GPR151 activ
CC1CCCCN1Cc1ccc(-c2nnn(CC(=O)NC3CCCCC3)n2)cc1 (configuration not stated)	-10	0	0.0	-0.6
CCCCOCC(O)CN1CCN(c2ccc([N+](=O)[O-])cc2)CC1 (configuration not stated)	-20	13	-0.1	0.0
COc1ccc(S(=O)(=O)N(C)CC(=O)N2CCOCC2)cc1C	4	-5	0.2	-1.6
CCOC(=O)N1CCC(NC(=O)Cn2ncc3ccc(C)cc32)CC1	-1	-5	0.0	-1.0
O=C(Nc1ccc(Cl)cc1)c1cccc([N+](=O)[O-])c1	-1	5	0.0	3.7
COc1cc2nc(-c3ccc(N4CCOCC4)nc3)nc(NCCO)c2cc1OC	-6	-2	0.1	-0.4
O=C(NC(=O)c1ccccn1)NC(c1ccccc1)c1ccccc1	18	-3	0.0	-1.4
CC(=O)c1cccc(NC(=O)c2ccc(N3CC4CC(C3)c3cccc(=O)n3C4)c(NC(=O)c3ccc(C(C)(C)C)cc3)c2)c1 (configuration not stated)	-3	-1	-0.1	-0.4
CCCCN1C(=O)NC(=O)/C(=C\c2ccc(OC)c(O)c2)C1=O	8	-6	-0.3	-0.8
CCN(CC)C(=O)C1CCCN(c2ncc(C(=O)Nc3ccc(NC(C)=O)cc3)s2)C1 (configuration not stated)	0	1	0.0	-0.5
COc1cc(OC)cc(-n2nc(C(=O)NCCN3CCOCC3)c3ccccc3c2=O)c1	4	8	0.0	0.7
COc1ccc(C2C(C(=O)OC3CCCC3)=C(C)NC3=C2C(=O)CC(c2cccs2)C3)cc1OC (configuration not stated)	2	-1	0.6	-0.5
Cc1ccc(/C=N/NC(=O)c2ccccc2NC(=O)c2cccc(Br)c2)o1	-8	-1	-0.1	-0.5
O=S(=O)(NCCCN1CCOCC1)c1ccc(Br)cc1Cl	11	0	0.0	-0.1
COC(=O)c1c(NC(=O)c2cccc([N+](=O)[O-])c2)sc(C(=O)Nc2ccccc2)c1C	-5	-2	0.1	-1.2
O=C(Nc1nnc(-c2cccs2)s1)c1ccccc1F	-11	-67	0.6	-1.3
COc1ccc(C2(c3ccc(OC(C)=O)cc3OC(C)=O)CC(c3ccccc3)NC(=S)N2)cc1 (configuration not stated)	10	2	-0.1	1.0
N/C(Cc1ccc(Cl)cc1Cl)=N\OC(=O)COc1ccccc1	-10	5	0.2	-0.4
CCOC(=O)C1=CN(C)C=C(C(=O)OCC)C1c1ccccc1Br	-7	3	-0.1	2.4
O=C(Nc1ccccc1C(=O)N1CCCC1)c1ccc(CN2CCOCC2)cc1	26	5	0.0	-0.4
CCOC(=O)C1CCN(S(=O)(=O)c2ccc(NC(=O)c3ccco3)cc2)CC1	6	4	0.1	3.2
N#CC1(C#N)C(c2ccc(Cl)cc2)C(C(=O)c2ccccc2)N2c3ccccc3C=CC21 (configuration not stated)	-7	-17	0.0	-0.8
CCC(O)C1CCN(C(=O)c2cc(COc3ccc(C(C)=O)cc3)on2)CC1 (configuration not stated)	10	9	0.7	-0.4
CCC(C)c1ccc(NC(=O)C2CCN(c3nc(C)cc(C)n3)CC2)cc1 (configuration not stated)	6	-5	-0.1	0.9
Cc1c(C(=O)C(=O)NC2CCCCC2)c2ccccc2n1C	9	3	0.0	2.2
COc1ccc(-c2c(C)n([O-])c3c([n+]2=O)CCC3)c(OC)c1	-6	6	-0.1	0.1
Cc1nn(C)cc1C(=O)N1CCCc2ccccc21	-13	-4	-0.2	0.1
Cc1cc(NC(=O)CNCCCOC(C)C)no1	24	1	-0.1	2.7
CN1CCN(/N=C/c2ccc(Cl)c([N+](=O)[O-])c2)CC1	21	-7	-0.3	0.1
CCS(=O)(=O)Nc1cccc(N2CCC(NCc3cc4cc(Cl)ccc4[nH]3)CC2)c1	8	14	-0.3	-0.9

A run of entries from further up, for reference:
SMILES	MITF primary	TEAD-YAP inh	FBW7 act	GPR151 activ
CN1CCN(/N=C/c2ccc(Cl)c([N+](=O)[O-])c2)CC1	21	-7	-0.3	0.1
CCS(=O)(=O)Nc1cccc(N2CCC(NCc3cc4cc(Cl)ccc4[nH]3)CC2)c1	8	14	-0.3	-0.9

Going on with the list:
SMILES	MITF primary	TEAD-YAP inh	FBW7 act	GPR151 activ
CC(C)(C)NC(=O)c1cnn2c(C(F)(F)F)cc(-c3ccco3)nc12	-4	-4	0.1	1.1
CC(=O)Nc1cccc(-c2nc3cccnc3s2)c1	1	-43	0.1	-1.1
CC(C)Oc1nc2ccc([N+](=O)[O-])cc2s1	-10	-6	-0.2	0.4
O=C(NCC1CCCO1)C1CCN(S(=O)(=O)N2CCC3(CC2)OCCO3)CC1 (configuration not stated)	6	17	0.7	-1.0
CC(=O)c1ccc(-c2ccc(Cn3c(C)nc4cc(N)c(C)nc43)cc2)cc1	-4	4	-0.4	-0.6

In the list so far, 12 contain a Cl atom:
SMILES	MITF primary	TEAD-YAP inh	FBW7 act	GPR151 activ
Cc1ccc(-n2[nH]c(C)c(C=Nc3cc([N+](=O)[O-])ccc3Cl)c2=O)cc1	1	5	-0.1	0.3
COc1ccc(C(=O)N/C(=C/c2cccc([N+](=O)[O-])c2)C(=O)Nc2ccc(Cl)c(Cl)c2)c(Cl)c1	0	-2	-0.3	3.9
Cc1ccc(NC(=O)N2CCN(C(=O)C3CCCO3)CC2)cc1Cl (configuration not stated)	-2	3	0.4	-0.8
CC(C)Nc1nc(Cl)nc(NC(C)(C)C)n1	11	-14	-0.1	0.2
COC(=O)C1=C(C)N(c2ccccc2Cl)C(=O)/C1=C\c1cccc([N+](=O)[O-])c1	-1	-3	-0.2	0.5
CCOC(=O)C1C(c2ccc(Cl)cc2)NC(=O)NC1(O)C(F)(F)F (configuration not stated)	4	-12	0.3	0.0
O=C(Nc1ccc(Cl)cc1)c1cccc([N+](=O)[O-])c1	-1	5	0.0	3.7
O=S(=O)(NCCCN1CCOCC1)c1ccc(Br)cc1Cl	11	0	0.0	-0.1
N/C(Cc1ccc(Cl)cc1Cl)=N\OC(=O)COc1ccccc1	-10	5	0.2	-0.4
N#CC1(C#N)C(c2ccc(Cl)cc2)C(C(=O)c2ccccc2)N2c3ccccc3C=CC21 (configuration not stated)	-7	-17	0.0	-0.8
CN1CCN(/N=C/c2ccc(Cl)c([N+](=O)[O-])c2)CC1	21	-7	-0.3	0.1
CCS(=O)(=O)Nc1cccc(N2CCC(NCc3cc4cc(Cl)ccc4[nH]3)CC2)c1	8	14	-0.3	-0.9

Compound activity deposited in PubChem by The Scripps Research Institute Molecular Screening Center.
